# Bioassay records from PubChem.
# CFTR F508del cor – CFTR F508del correction in bronchial cells. CFBE cells, YFP halide quenching; stimulated with forskolin plus potentiator P3; % fluorescence drop versus neutral controls. activity (quench increase), % at 7.58 µM. 0.36% of 350,000 active. AID 720511;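 active = mean added fluorescence quench of at least 8% versus neutral control, with both replicates also reaching 8%; inconclusive = only one of the mean or replicate conditions met; inactive = mean below 8% and not both replicates reaching 8%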;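 note: cells transiently co-express mutant CFTR-F508del with the halide-sensitive YFP; corrector assay measuring rescue of mutant channel to the surface after 24 h compound exposure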
# Xi reactivation – activators of X-chromosome reactivation in mouse fibroblasts; XiGFP mouse fibroblasts, % GFP-positive cells imaging, 3 d; cells co-treated with 5-aza-dC sensitizer; scaled so ellipticine positive control = 100%; activation, % at 7.58 µM; 0.055% of 360,000 active;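 active = mean normalized replicate activation at least 10% and every replicate at or above 10%; inconclusive = only one of the two criteria met; inactive = mean below 10% and not all replicates reach 10%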;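 note: 0% = median of on-plate neutral control wells and 100% = ellipticine 6 µM median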
#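 Schedule: 3 d treatment, 15 min room-temperature fixation; system: 68-5-11 XiGFP fibroblast line; buffer or medium: DMEM plus 5-aza-dC sensitizer; control set: ellipticine 6 µM positive control; compound: one concentration, pinned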
# Casp6 inh – blocks human caspase-6 cleavage activity; P55212; purified caspase-6, Z-VEID-R110 cleavage fluorescence; inhibition, % at 12.5 µM; 0.53% of 350,000 active; AID 686996;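 active = mean inhibition across replicates at least about 35%, with every replicate also reaching that limit, limit read from the data; inconclusive = only one of the two criteria met; inactive = neither criterion met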;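 note: 0% = median of neutral control wells and 100% = no fluorescence left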
# DENV2 CPE – protects cells from dengue virus 2 cytopathic effect. AID 651640. CPE inhibition, % at 9.99 µM. 1.7% of 350,000 active. DENV2-infected cells, cytopathic effect rescue, plate reader; in the data active = CPE inhibition above about 20%, passing the limit was not always enough; inconclusive = no clear call, values can overlap the other calls; tested in BHK-21 cells;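 note: 0% = median of neutral control wells and 100% = median of positive control wells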
# RAD52 anneal inh – RAD52 (human) annealing inhibition | recombinant RAD52 DNA annealing, FRET fluorescence | inhibition, % at 18.7 µM | 0.46% of 360,000 active | AID 651710;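 active = every replicate showing at least 50% inhibition; inconclusive = mean inhibition at least 50% but not in every replicate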
# Target sequence (P43351 whole entry, looked up): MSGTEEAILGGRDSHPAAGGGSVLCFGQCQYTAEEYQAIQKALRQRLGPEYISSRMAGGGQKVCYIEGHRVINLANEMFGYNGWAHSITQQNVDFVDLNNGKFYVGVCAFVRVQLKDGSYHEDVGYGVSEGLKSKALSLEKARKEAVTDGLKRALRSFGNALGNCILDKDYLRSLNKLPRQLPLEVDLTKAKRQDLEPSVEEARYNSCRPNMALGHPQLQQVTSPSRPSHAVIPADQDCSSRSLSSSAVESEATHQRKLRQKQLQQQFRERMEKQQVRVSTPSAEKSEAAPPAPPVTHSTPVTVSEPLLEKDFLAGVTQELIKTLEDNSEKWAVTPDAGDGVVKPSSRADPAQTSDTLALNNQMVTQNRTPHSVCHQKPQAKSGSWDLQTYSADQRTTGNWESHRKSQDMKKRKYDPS
# RAD54 inh – blocks human RAD54 Holliday junction branch migration | Q92698 | FAM/BHQ fluorescence | 0.14% of 360,000 active | AID 602329 | inhibition, % at 10.4 µM;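 active = mean normalized replicate activity at least 40 and at least half of replicates scoring 40 or more; inconclusive = only one of the two criteria met; inactive = mean below 40 and under half of replicates reaching 40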;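 note: 0% = median of neutral control wells and 100% = median of positive control wells; inhibitors cause a drop in the FAM fluorescence signal; in these data hits start at about 50%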
# E-sel inducer – E-selectin induction on HUVECs; P16581; HUVEC E-selectin immunofluorescence imaging; normalized: neutral wells 0, TNF-alpha wells 100; activation, % at 7.58 µM; 0.37% of 260,000 active;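 active = mean E-selectin-positive cell signal at least 10% of the positive control, reached in at least 60% of replicates, without over 20% cell loss; inconclusive = no rule given, readout overlaps actives, possibly toxicity-flagged; inactive = the rest, including those meeting only one limit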;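 note: in these data hits start at about 27%; measured in HUVEC primary endothelial cells; signal is the percent of cells scored E-selectin positive by PE staining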
# Target sequence (P16581 whole entry, looked up): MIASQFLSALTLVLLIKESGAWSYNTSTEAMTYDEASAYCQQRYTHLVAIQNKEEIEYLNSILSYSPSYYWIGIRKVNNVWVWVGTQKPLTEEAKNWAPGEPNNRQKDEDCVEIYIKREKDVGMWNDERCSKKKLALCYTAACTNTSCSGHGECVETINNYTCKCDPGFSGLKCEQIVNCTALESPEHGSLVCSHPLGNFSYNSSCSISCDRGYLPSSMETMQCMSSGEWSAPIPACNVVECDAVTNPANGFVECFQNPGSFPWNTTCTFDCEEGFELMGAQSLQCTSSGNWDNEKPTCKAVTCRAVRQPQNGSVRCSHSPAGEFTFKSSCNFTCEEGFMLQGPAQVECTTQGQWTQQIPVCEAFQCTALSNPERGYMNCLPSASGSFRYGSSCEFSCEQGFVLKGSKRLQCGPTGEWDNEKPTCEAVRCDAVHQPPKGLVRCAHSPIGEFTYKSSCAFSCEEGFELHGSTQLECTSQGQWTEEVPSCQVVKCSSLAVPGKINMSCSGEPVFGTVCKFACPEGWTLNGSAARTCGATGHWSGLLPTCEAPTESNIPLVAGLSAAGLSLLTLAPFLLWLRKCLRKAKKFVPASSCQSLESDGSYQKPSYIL
#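 Test system: HUVEC | Signal: Immunofluorescence imaging | Read-out: Percent E-selectin-positive cells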
# GSIS activator – primary screen for activators of insulin secretion dependent on glucose, INS-1E cells, GLuc reporter luminescence | 0.61% of 370,000 active | activation, % at 16.6 µM | AID 743287 | INS-1E GLuc reporter insulin secretion, 2-3 h;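 active = lowest replicate activation of at least 40%, so every replicate reaches that level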;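 note: 0% = median of neutral control wells and 100% = median of IBMX positive control wells; some compounds called inactive have numbers as strong as hits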
# Active calls of the source: *; ? = inconclusive; nt = not tested or not shown. Rows were taken by chance. About 3.7% of those tested had a hit in this group.
SMILES,CFTR F508del cor,Xi reactivation,Casp6 inh,DENV2 CPE,RAD52 anneal inh,RAD54 inh,E-sel inducer,GSIS activator
N#CC1(NC(=O)COC(=O)CCCN=C2NS(=O)(=O)c3ccccc32)CCCCC1,1.6,-0.1,1,6,-14,-3,-0.1,35
OC[C@H]1[C@H](c2ccc(/C=C/c3ccccc3)cc2)[C@@H]2CN(Cc3ccncc3)CCCCN12,1.0,0.2,5,-23,54*,-3,-0.2,-15
C[C@@H]1CCCCO[C@@H](CN(C)C(=O)Nc2ccc(C(F)(F)F)cc2)[C@H](C)CN([C@@H](C)CO)C(=O)c2cc(NS(C)(=O)=O)ccc2O1,3.2,-1.1,-3,-8,16,0,0.4,-7
CC(C)CC#Cc1ccc([C@H]2[C@H]3CN(C(=O)c4cccc(F)c4)CC(=O)N3[C@H]2CO)cc1,-1.2,0.1,4,1,10,nt,-0.1,-5
O=C(NCc1ccncc1)NC1CCCCC1,-0.7,0.0,0,4,-9,nt,nt,1
O=C(c1cc2ccccc2o1)N(Cc1ccco1)Cc1cccs1,1.7,0.0,4,-3,-8,4,0.1,-41
CCC(C)(C(=O)NC1CCCC1)N(C)C(=O)Cc1c[nH]c2ccccc12 (centres undefined),0.3,0.1,1,nt,-12,-6,5.1,29
Cn1c(CNC(=O)c2ccccc2F)nnc1SCC(=O)Nc1nncs1,-4.2,0.5,-3,0,-4,-1,-0.1,1
CO[C@H]1CN(C)C(=O)c2ccc(NC(=O)c3nc4ccccc4s3)cc2OC[C@@H](C)N(Cc2ccncc2)C[C@@H]1C,-0.9,-0.1,-1,-9,10,-6,-0.1,-39
CN1C(=O)c2cc(NC(=O)C3CCCCC3)ccc2OC[C@H]2O[C@@H](CC(=O)NC3CCCC3)CC[C@@H]21,0.3,0.0,1,9,0,-1,-0.1,2
C[C@H](CO)N1C[C@H](C)[C@H](CN(C)C(=O)Nc2ccc(C(F)(F)F)cc2)OCCCC[C@H](C)Oc2ccc(NC(=O)NC3CCCCC3)cc2C1=O,-0.8,0.0,nt,0,nt,0,nt,16
COc1ccc(OC)c(C(=O)COC(=O)c2cccnc2SC)c1,-0.6,-0.1,2,9,-16,5,3.1,-2
NS(=O)(=O)c1ccc(NC(=S)NCc2cccs2)cc1,-2.3,0.0,3,4,-3,nt,nt,10
COc1cc(S(=O)(=O)n2ccc(C)n2)c(C)cc1C,1.1,-0.1,-2,-8,0,nt,0.1,3
O=C1C2C3C=CC(C2C(=O)N1CCO)C1C(=O)N(CCO)C(=O)C31 (centres undefined),-0.5,0.4,-2,2,-16,5,-0.4,-2
Cc1csc(NC(=O)c2cccc([N+](=O)[O-])c2C(=O)O)n1,-0.9,-0.1,-3,5,-2,3,-0.2,-4
C[C@@H]1CN([C@H](C)CO)C(=O)Cc2cc(NC(=O)Cn3cnnn3)ccc2O[C@@H]1CN(C)Cc1ccc(-c2ccccc2)cc1,0.9,0.1,-2,-4,-40,4,2.6,7
O=C(Nc1ccccc1)[C@@H]1[C@@H](CO)[C@@H]2Cn3c(ccc(C4=CCCCC4)c3=O)[C@@H]2N1Cc1ccccn1,4.3,0.3,0,0,-21,nt,-1.7,16
O=C(Cn1cc(/C=N/NC(=O)c2ccccc2Br)c2ccccc21)Nc1ccc(F)cc1,-0.9,0.0,4,-1,-28,nt,nt,4
COc1ccccc1-c1ccc([C@@H]2[C@@H](CO)N3CCCCN(S(=O)(=O)c4cn(C)cn4)C[C@H]23)cc1,-0.2,0.1,-2,-6,-6,-6,0.0,2
O=C(COc1ccc2ccccc2c1Br)NCc1ccccn1,1.2,0.0,10,-8,-2,nt,0.4,5
Cc1ccc2oc(=O)n(CC(=O)OCCC(C)C)c2c1,1.2,-0.1,-5,4,3,nt,0.3,-10
Cc1ccc(C)c(N2C(=O)C3C4C=CC(CC4)C3C2=O)c1 (centres undefined),-1.7,0.1,-1,2,3,-2,-0.3,nt
COc1ccc(COC(=O)C2=C(C)NC(=O)NC2c2ccc(OC)c(OC)c2)cc1 (centres undefined),1.1,0.0,-1,-1,-7,-3,nt,13
O=C(CSc1nnnn1-c1ccc(F)cc1)NCc1cccs1,nt,0.2,-1,3,-17,nt,0.4,-5
# Other structures follow.
SMILES,CFTR F508del cor,Xi reactivation,Casp6 inh,DENV2 CPE,RAD52 anneal inh,RAD54 inh,E-sel inducer,GSIS activator
O=[N+]([O-])c1cccc(CN2CCCCCC2)c1,1.2,0.0,-12,5,-4,-12,0.6,-1
CCN1CCN(C2=C(NS(=O)(=O)c3ccc(NC(C)=O)cc3)C(=O)c3ccccc3C2=O)CC1,-0.7,0.0,48*,8,-16,-3,nt,3
C[C@H](O)C#Cc1cnc2c(c1)C(=O)N([C@@H](C)CO)C[C@H](C)[C@H](CN(C)C(=O)c1ccccc1)O2,-3.2,-0.4,0,-1,-5,3,0.6,12
COCC(=O)Nc1ccc2c(c1)C(=O)N(C)C[C@H](OC)[C@@H](C)CN(C)[C@@H](C)CO2,2.5,0.0,-26,3,11,-3,0.0,4
C[C@H](CO)N1C[C@H](C)[C@H](CN(C)C)Oc2ncc(-c3cc4ccccc4o3)cc2C1=O,0.1,-0.1,-3,-5,6,12,0.1,19
CCCN(C(=O)COC(=O)c1cc(CC)c(C)s1)c1c(N)n(Cc2ccccc2)c(=O)[nH]c1=O,-0.4,0.0,3,-3,-44,0,nt,0
Cc1ccc(OCCNC(=O)CCNS(=O)(=O)c2ccc3ccccc3c2)cc1,-0.7,-0.1,2,-10,-10,6,nt,-21
COCC(=O)N1[C@@H](CO)[C@H](c2ccccc2)C12CN(C(=O)c1ccccc1)C2,-0.1,0.0,3,2,11,nt,-0.1,5
O=C(NCC1CCCO1)C1CCCN1C(=O)Nc1ccc(Cl)cc1 (centres undefined),-1.2,0.0,-4,-8,-6,nt,nt,1
CCCCc1cn([C@@H](CCCCNC(=O)OC(C)(C)C)C(=O)N2CCN(C(=O)OC(C)(C)C)CC2)nn1,1.4,0.0,14,-4,-18,-6,?,-33
O=C(COC(=O)c1cnc(Cl)c(Cl)c1)NCc1ccco1,1.3,0.3,10,10,-12,-5,nt,-17
COc1ccc(-c2nc(CN3CCN(C(=O)c4ccco4)CC3)c(C)o2)cc1OC,3.5,0.1,1,-2,-18,0,nt,2
CCC(=O)N1[C@H](CO)[C@H](c2ccc(-c3cccc(OC)c3)cc2)[C@@H]1CNC(C)=O,-3.0,0.3,-1,-6,-17,nt,-0.3,-2
CC1(c2cccc3ccccc23)OC(=O)c2ccccc21 (centres undefined),1.5,0.1,-3,-7,-9,3,0.2,11
O=C1NCCOC(=O)[C@@H](Cc2ccc(F)cc2)CC/C=C/C[C@H]1CC(=O)N(CCO)Cc1ccccc1,-3.2,-0.1,-1,-7,-13,4,nt,nt
COc1ccc(-n2cc(CNCc3cnc4ccccn34)c(-c3cccc(F)c3)n2)cc1,-3.1,0.0,-9,6,-70,nt,nt,-7
Cc1ccc(S(=O)(=O)N2C[C@]3(O)C[C@@H]4C(=O)N(c5ccccc5)C(=O)[C@@H]4C[C@]3(OC(=O)Nc3cccs3)C2)cc1,2.7,-0.1,-1,-1,-20,0,0.0,-1
CC(=O)Nc1ccc(N2C(=O)CC(Sc3nc4ccccc4s3)C2=O)cc1 (centres undefined),-2.1,0.0,1,-1,-23,1,nt,-3
CNC[C@@H]1Oc2ccc(NS(=O)(=O)c3cn(C)cn3)cc2C(=O)N([C@@H](C)CO)C[C@H]1C,0.3,0.6,-4,23*,-8,6,-1.9,6
CNC[C@@H]1OCCCC[C@@H](C)Oc2ccc(NC(=O)CCC(F)(F)F)cc2C(=O)N([C@H](C)CO)C[C@H]1C,-2.1,-0.2,nt,nt,nt,nt,-0.2,-6
O=C(Cc1ccccc1)NCC(=O)N1CCN(c2ccccc2)CC1,1.1,0.8,0,8,-7,-2,-0.3,7
COc1ccc(COC(=O)C2=C(C)NC(=O)NC2c2ccccc2)cc1 (centres undefined),1.2,0.0,-1,19,0,0,0.1,nt
Cc1cc(C)n2nc(SCc3nnc(SCc4ccccc4C)s3)nc2n1,1.2,nt,1,2,-18,4,nt,-41
COc1ccc(NC(=O)CN(C)C(=O)c2ccc(NC3CC3)c([N+](=O)[O-])c2)cc1,-0.6,-0.2,1,10,2,nt,-0.3,3
O=C(N[C@@H]1CC[C@@H](CCNS(=O)(=O)Cc2ccccc2)O[C@H]1CO)c1ccc2c(c1)OCO2,-0.3,0.1,2,6,-3,-10,0.3,-2

# Entries from the list above that contain an aryl thioether with sulfur outside any ring, in the order listed:
SMILES,CFTR F508del cor,Xi reactivation,Casp6 inh,DENV2 CPE,RAD52 anneal inh,RAD54 inh,E-sel inducer,GSIS activator
Cn1c(CNC(=O)c2ccccc2F)nnc1SCC(=O)Nc1nncs1,-4.2,0.5,-3,0,-4,-1,-0.1,1
COc1ccc(OC)c(C(=O)COC(=O)c2cccnc2SC)c1,-0.6,-0.1,2,9,-16,5,3.1,-2
O=C(CSc1nnnn1-c1ccc(F)cc1)NCc1cccs1,nt,0.2,-1,3,-17,nt,0.4,-5
CC(=O)Nc1ccc(N2C(=O)CC(Sc3nc4ccccc4s3)C2=O)cc1 (centres undefined),-2.1,0.0,1,-1,-23,1,nt,-3
Cc1cc(C)n2nc(SCc3nnc(SCc4ccccc4C)s3)nc2n1,1.2,nt,1,2,-18,4,nt,-41

# Additional structures follow.
SMILES,CFTR F508del cor,Xi reactivation,Casp6 inh,DENV2 CPE,RAD52 anneal inh,RAD54 inh,E-sel inducer,GSIS activator
Cc1ccc(S(=O)(=O)Nc2ccc3c(c2)C(=O)N([C@H](C)CO)C[C@@H](C)[C@H](CN(C)C)OCCCC[C@@H](C)O3)cc1,-1.0,0.3,1,-8,-36,-8,-0.1,-8
COCC(=O)Nc1ccc2c(c1)OC[C@@H](C)NC[C@H](C)[C@H](OC)CN(C)C2=O,nt,0.7,-10,30*,8,2,-0.2,4
Cc1c(-c2ccccc2)n[nH]c1C(=O)NN,nt,0.0,1,-4,-19,nt,nt,1
Cc1cccn2cc(CCNS(=O)(=O)c3cccs3)nc12,0.1,2.6,1,9,-15,-8,0.9,42*
O=C(CCSc1ccc(F)cc1)NNC(=O)c1ccccc1Cl,-2.4,-0.1,10,-9,-9,5,0.7,-2
O=C(COC(=O)c1ccccc1-n1cnnn1)c1ccccc1,-4.7,-0.1,0,-7,-6,2,0.3,-3
Cc1ccccc1NC(=O)CN1C(=O)S/C(=C/c2cccnc2)C1=O,0.9,0.1,-4,2,-17,-13,nt,40*
CCCCn1c(SCC(=O)Nc2ccc3c(c2)CCC3)nc2ccccc2c1=O,nt,0.1,-2,3,-10,8,nt,2
CCOC(=O)Cn1c(C(C)=O)nc2ccccc21,3.0,0.0,-2,3,-11,6,-0.3,8

# Looked up one by one from the list above (3):
SMILES,CFTR F508del cor,Xi reactivation,Casp6 inh,DENV2 CPE,RAD52 anneal inh,RAD54 inh,E-sel inducer,GSIS activator
Cc1ccccc1NC(=O)CN1C(=O)S/C(=C/c2cccnc2)C1=O,0.9,0.1,-4,2,-17,-13,nt,40*
Cc1ccc(S(=O)(=O)Nc2ccc3c(c2)C(=O)N([C@H](C)CO)C[C@@H](C)[C@H](CN(C)C)OCCCC[C@@H](C)O3)cc1,-1.0,0.3,1,-8,-36,-8,-0.1,-8
CCCCn1c(SCC(=O)Nc2ccc3c(c2)CCC3)nc2ccccc2c1=O,nt,0.1,-2,3,-10,8,nt,2
